# PLCb3 inh: inhibitors of human phospholipase C beta3; Q01970; Purified PLC-beta3, fluorogenic substrate, fluorescence; inhibition, % at 12.2 µM; actives 0.18% (n = 370,000); AID 720704; in the data active means inhibition above about 11%;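 further: 0% = median of compound wells on plate and 100% = full blocker control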
# ADAM17 inh: inhibitors of human ADAM17. P78536. actives 0.83% (n = 370,000). AID 720648. recombinant ADAM17, EDANS/DABCYL FRET peptide cleavage. inhibition, % at 6.95 µM;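 active means inhibition above the mean of compounds lying between control limits plus 3 SD, set per campaign, cut at about 8.5% in these data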;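 further: 0% = DMSO-only wells as the low control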
# Target sequence (P78536 215-824 limits assumed): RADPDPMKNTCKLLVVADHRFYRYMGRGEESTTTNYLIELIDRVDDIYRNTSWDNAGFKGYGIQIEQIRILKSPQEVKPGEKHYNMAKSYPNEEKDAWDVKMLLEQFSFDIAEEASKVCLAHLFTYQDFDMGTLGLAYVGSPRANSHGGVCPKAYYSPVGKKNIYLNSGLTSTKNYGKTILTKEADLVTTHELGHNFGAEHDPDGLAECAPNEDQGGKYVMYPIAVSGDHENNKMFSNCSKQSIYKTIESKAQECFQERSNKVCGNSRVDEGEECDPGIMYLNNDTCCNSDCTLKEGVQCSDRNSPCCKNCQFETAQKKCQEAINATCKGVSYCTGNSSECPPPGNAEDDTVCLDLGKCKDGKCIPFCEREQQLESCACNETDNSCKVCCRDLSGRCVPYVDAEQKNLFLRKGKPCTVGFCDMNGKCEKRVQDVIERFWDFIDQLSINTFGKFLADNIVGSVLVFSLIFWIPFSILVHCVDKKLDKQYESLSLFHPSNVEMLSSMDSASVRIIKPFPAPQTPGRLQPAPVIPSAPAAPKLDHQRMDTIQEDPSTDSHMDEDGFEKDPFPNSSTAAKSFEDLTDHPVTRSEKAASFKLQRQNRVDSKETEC
# ARFGAP1 inh: inhibits rat ARF GTPase activating protein 1 | Q62848 | Arfgap1-stimulated ARF1 GTP hydrolysis, GDP FP detection | inhibition, % at 16.5 µM | actives 0.26% (n = 360,000);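 active means inhibition above a per-plate limit, mean inhibition of low control wells plus 3 SD, cut at about 25% in these data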;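 further: 0% = DMSO wells with enzyme and 100% = wells lacking Arfgap1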
# Target sequence (Q62848 1-136 limits assumed): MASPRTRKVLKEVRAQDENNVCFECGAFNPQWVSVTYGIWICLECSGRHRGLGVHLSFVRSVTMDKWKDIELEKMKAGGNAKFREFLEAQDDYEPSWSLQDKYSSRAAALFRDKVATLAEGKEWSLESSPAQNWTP
#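 System: truncated rat Arfgap1 GAP domain / Benchmarks: high control wells lacking Arfgap1, low control full reaction with DMSO / Times: compound-enzyme preincubation 20 min, reaction 120 min, detection 60 min, 25 °C / Repeats: one replicate per compound / Also added: human ARF1(Δ1-17)-GTP substrate / Measured by: Tracer-displacement fluorescence polarization with EDTA stop, 620/688 nm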
# ASAP1 GAP inh: blocks human ASAP1-stimulated Arf1 GTP hydrolysis; Q9ULH1; GDP FP detection; inhibition, % at 16.5 µM; actives 0.19% (n = 360,000); in the data active means inhibition above about 25%;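 further: 0% = vehicle with enzyme and substrate and 100% = no enzyme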
# ADAM10 inh: inhibitors of human ADAM10; O14672; recombinant ADAM10, EDANS/DABCYL FRET peptide cleavage, 3 h; inhibition, % at 7 µM; actives 0.62% (n = 370,000); AID 720582;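 active means inhibition above a per-campaign cutoff equal to the mean of compounds falling between control-based bounds plus 3 SD, cut at about 20% in these data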;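 further: 0% = DMSO wells while the 100% control is not disclosed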
# SIAE inh: inhibitors of human sialic acid acetylesterase SIAE | AID 1053197 | SIAE FP-Rh probe binding, fluorescence polarization | actives 0.69% (n = 370,000) | inhibition, % at 9.66 µM | Q9HAT2;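 active means inhibition above a cutoff: mean of compounds within the control limits plus 3 SD of those, cut at about 17% in these data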;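 further: 0% = plate median of compound wells and 100% = probe without SIAE protein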
# TDP2 absorb: TDP2 (human) inhibition, absorbance primary screen. O95551. recombinant TDP2, T5PNP hydrolysis, p-nitrophenol absorbance 415 nm. inhibition, % at 12.8 µM. actives 0.34% (n = 370,000). AID 720702;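 active means inhibition above the mean of all tested compounds plus 3 SD, set per campaign, cut at about 25% in these data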;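 further: 0% = DMSO with enzyme and 100% = buffer with substrate but no TDP2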
# Target sequence (O95551 whole entry, looked up): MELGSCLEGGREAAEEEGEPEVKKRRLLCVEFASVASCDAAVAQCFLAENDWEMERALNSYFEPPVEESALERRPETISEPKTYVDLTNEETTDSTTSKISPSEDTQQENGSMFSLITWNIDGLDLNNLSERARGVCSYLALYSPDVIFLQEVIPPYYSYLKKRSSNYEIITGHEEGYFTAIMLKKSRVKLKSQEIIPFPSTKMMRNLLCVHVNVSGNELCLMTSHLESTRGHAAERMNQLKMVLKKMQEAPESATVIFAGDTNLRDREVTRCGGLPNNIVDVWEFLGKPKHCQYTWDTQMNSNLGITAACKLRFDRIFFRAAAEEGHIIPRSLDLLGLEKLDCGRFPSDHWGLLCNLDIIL
#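 test system = human TDP2 enzyme | input = TDP2 enzyme at 120 nM final | medium = 50 mM Tris-HCl pH 7.5 with Mg2+, KCl, DTT, BSA | also added = T5PNP substrate, 5 mM | times = 2 h at 37 °C | technique = epi absorbance | benchmarks = high control without enzyme, low control DMSO plus TDP2 | replication = each compound tested once, singlicate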
# PLC-gamma1 inh: blocks human PLC-gamma1 enzyme activity; actives 0.84% (n = 370,000); purified PLC-gamma1, fluorogenic substrate, fluorescence; inhibition, % at 12.2 µM; P19174; in the data active means inhibition above about 9.5%
# DDE Tn6 FP inh: disrupts Tn6 cyclic peptide binding to fibrin D-Dimer-E complex; P02675; Fibrin DD(E) TRITC-Tn6 fluorescence polarization displacement; inhibition, % at 8.3 µM; actives 0.21% (n = 370,000); AID 720509;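 active means inhibition above a per-campaign cutoff: mean of compounds within control limits plus 3 SD, cut at about 15% in these data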;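 further: 0% = median of all compound wells on the plate and 100% = blocking peptide control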
# Tn7 DDE FP: DD(E)-Tn7 binding inhibition, primary FP screen. actives 0.13% (n = 370,000). P02675. inhibition, % at 8.3 µM. FP displacement of FITC-Tn7 peptide from fibrin DD(E); 0% = median of compound wells per plate;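 active means inhibition above the mean of compounds falling within the control limits plus 3 SD of them, cut at about 14% in these data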;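 further: 0% = plate median of compound wells and 100% = 10 µM Aha-Tn7 peptide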
#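 Assay system: human fibrin DD(E) protein / Input: 2 µM fibrin DD(E) / Benchmarks: high control of 10 µM Aha-Tn7 peptide / Measured by: fluorescence polarization of the labelled Tn7 tracer / Medium: Tris buffer with calcium and detergent, pH 7.8 / Timing: 10 min compound pre-incubation, 3 h probe incubation at room temperature / Repeats: one replicate per compound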
# * hit, by the source's call; i = inactive; nt = not tested or not shown; & = joins results of further samples.
SMILES,PLCb3 inh,ADAM17 inh,ARFGAP1 inh,ASAP1 GAP inh,ADAM10 inh,SIAE inh,TDP2 absorb,PLC-gamma1 inh,DDE Tn6 FP inh,Tn7 DDE FP
NC(=O)c1cccnc1Oc1cccc(Cl)c1,1,-2,6,-2,-6,-8,-2,2,0,0
CCOc1cc(N2CCOCC2)c(OCC)cc1NS(=O)(=O)c1cc(NC(C)=O)ccc1OC,-6,0,-6,-5,2,4,11,0,1,2
O=C1c2ccccc2C(=O)N1c1cccc(-c2nc3ccccc3o2)c1,-13,-6,-7,11,-14,-6,8,-10,0,-8
O=Cc1cn(-c2ccccc2)nc1-c1cc2c(ccc3ccccc32)oc1=O,-18,-72,6,11,-216,-4,-11,-18,1,2
Cc1onc(-c2ccccc2Cl)c1C(=O)NCc1nc(-c2ccccc2)no1,-1,0,-7,8,10,-2,8,1,3,2
Cc1ccc(C)c(N2CC(O)(c3cccs3)[N+]3=C2CCCC3)c1 (stereo not drawn),-4,-2,-8,-1,-11,2,-5,-1,-2,2
CC(=O)Nc1ccc(Nc2ncnc3c2cnn3-c2ccccc2)cc1,-36,-2,12,8,-3,-6,-2,-27,-7,4
CCCCC(=O)NNC(=S)NC(=O)c1ccc(C)cc1,-3,-6,3,9,2,0,1,2,4,1
COCc1cc(CNC(=O)C2CCC(=O)N(Cc3ccccc3OC)C2)[nH]n1 (stereo not drawn),-3,0,3,13,-5,-8,6,-2,-2,-5
Cc1c(C(=O)c2cccc([N+](=O)[O-])c2)c2ccccn2c1CCC#N,2,3,5,7,5,9,4,12*,0,-4
O=C(NCCn1cccn1)C1CCC(=O)N(CCc2ccc(Cl)cc2)C1 (stereo not drawn),-7,-3,-5,8,-5,2,0,0,6,-5
CC(=O)N1CCN(C(=O)c2cccc(S(=O)(=O)NCc3ccccc3)c2)CC1,-6,-5,9,4,-2,-3,-9,-2,1,1
CCOc1ccccc1C(=O)Nc1cc(C)ccc1NC(=O)c1ccco1,-5,0,-8,11,4,-12,10,-1,0,-1
Cn1cc(CCNCc2cn[nH]c2-c2ccc(-c3ccccc3)cc2)cn1,-10,-4,5,3,-5,2,-4,-3,-2,2
Cc1ccc(NC(=O)CCNC(=O)c2ccco2)cc1Cl,-4,-1,-2,1,0,-2,2,0,3,8
O=C(Nc1ccccc1-c1ccccc1)NC1CCN(C(=O)N2CCOCC2)CC1,1,-2,5,-11,-5,11,15,1,-2,-2
O=C(CSc1nc(=O)[nH]c2c1CCCC2)Nc1ccc(F)cc1F,3,-3,6,4,-4,-7,-11,2,0,-10
O=C(CCC1CCCC1)Nc1cc(C(F)(F)F)ccc1N1CCOCC1,3,7,-19,-13,-8,0,2,2,2,-5
COC(=O)c1c(C(=O)OC)c(-c2cccc(C)c2)n2c1CS(=O)C2 (stereo not drawn),-3,-4,-3,-1,-10,2,-6,2,-1,-2
CCCc1nn2c(=O)cc(CSCC(=O)Nc3nnc(C(C)C)s3)nc2s1,-8,-5,1,1,-11,0,1,-2,-6,2
O=C(CCc1ccccn1)N1CCCC(CNS(=O)(=O)c2cccs2)C1 (stereo not drawn),2,-3,15,0,-7,0,2,4,-7,-7
Cc1cc(C)c(NC(=O)CN(C)CC(=O)N(C)CC(=O)Nc2c(Cl)cccc2Cl)c(C)c1,-5,-1,-4,9,-3,3,9,1,-4,-8
CCOC(=O)C(CC)Sc1nc2c(cnn2-c2ccc(F)cc2)c(=O)[nH]1 (stereo not drawn),6,0,-17,-6,-2,-5,6,-2,2,-4
Cc1ccc(S(=O)(=O)c2cc3c(=O)n4ccccc4nc3n(CC3CCCO3)c2=N)cc1C (stereo not drawn),-147,-135,1,-4,-411,-7,0,-104,-6,4
COc1ccc(Cl)cc1NC(=O)/C=C\C(=O)O,2,-5,8,-9,6,4,17,-1,0,10
CC(C)c1c(O)nc(SCCN2CCOCC2)[nH]c1=O,-1,-2,4,5,-4,-1,-7,1,-4,1
CC(=O)c1cccc(OCC(=O)Nc2cc(S(=O)(=O)N3CCOCC3)ccc2N2CCCC2)c1,-3,-1,12,-2,-2,6,11,1,-2,-4
CC(C)C(NS(=O)(=O)c1ccccc1F)C(=O)N1CCc2ccccc2C1 (stereo not drawn),-3,-4,-1,-6,-14,6,-2,-2,-1,5
Cc1ccc(NC2CCCN(C(=O)C3CCCCC3)C2)cc1C (stereo not drawn),-4,-4,-9,-15,-5,6,6,-1,-5,1
CCOCCCNC(=S)N1CCN(CC)CC1,-2,0,7,5,-3,-5,-5,-1,7,11

# Random excerpt: 3 entries already listed.
SMILES,PLCb3 inh,ADAM17 inh,ARFGAP1 inh,ASAP1 GAP inh,ADAM10 inh,SIAE inh,TDP2 absorb,PLC-gamma1 inh,DDE Tn6 FP inh,Tn7 DDE FP
O=C(CCC1CCCC1)Nc1cc(C(F)(F)F)ccc1N1CCOCC1,3,7,-19,-13,-8,0,2,2,2,-5
CCOC(=O)C(CC)Sc1nc2c(cnn2-c2ccc(F)cc2)c(=O)[nH]1 (stereo not drawn),6,0,-17,-6,-2,-5,6,-2,2,-4
Cc1cc(C)c(NC(=O)CN(C)CC(=O)N(C)CC(=O)Nc2c(Cl)cccc2Cl)c(C)c1,-5,-1,-4,9,-3,3,9,1,-4,-8

# The list goes on:
SMILES,PLCb3 inh,ADAM17 inh,ARFGAP1 inh,ASAP1 GAP inh,ADAM10 inh,SIAE inh,TDP2 absorb,PLC-gamma1 inh,DDE Tn6 FP inh,Tn7 DDE FP
COc1ccc(S(=O)(=O)N2CCCCC2)cc1NC(=O)c1ccc2ccccc2n1,2,-4,9,5,-2,-5,8,0,1,7
Cc1ccc(Nc2nc(C(=O)N3CCC(C(=O)NCc4ccccc4)CC3)cs2)cc1,-11,-5,-6,-1,-1,14,1,-1,1,0
CCOC(=O)C1=C(COC(=O)c2cccc(Br)c2)NC(=O)NC1C (stereo not drawn),-3,2,-1,-4,-4,7,-2,1,2,-5
Clc1ccc(N2CCN(/N=C/c3ccncc3)CC2)cc1,-8,-2,-5,-10,-4,-3,11,-2,2,-4
CCOC(=O)C1(Cc2cccc(OC)c2)CCN(Cc2cccc3c2OCO3)CC1,-4,-5,3,15,3,-2,-1,-1,3,4
Nc1nonc1-n1nnc(C(=O)N/N=C/c2ccc(OCc3ccccc3)cc2)c1COc1ccc(F)cc1,-8,-3,5,9,10,-2,-2,2,3,7
COc1ccc2[nH]c3c(c2c1)CCN1C(=O)C(CC(=O)NCCC2=CCCCC2)C[C@H](C(=O)N2CCCCC2)[C@@]31C (stereo partly drawn),-1,1,3,5,-17,3,4,0,6,-1
CNC[C@H]1Oc2c(NS(=O)(=O)c3ccc(F)cc3)cccc2C(=O)N([C@H](C)CO)C[C@@H]1C,0,-3,2,-6,1,2,1,0,-1,-7
COc1cccc(NC(=S)N(Cc2ccco2)C(C)c2ccco2)c1 (stereo not drawn),1,-3,-1,0,-6,9,8,0,-2,12
Cc1cc(C)cc(C(=O)OCCN2CCN(C3CN(Cc4cn(Cc5ccccc5F)nn4)S(=O)(=O)C3)CC2)c1 (stereo not drawn),-6,-7,nt,nt,-7,-1,-9,-1,4,2
CC(Oc1ccc(Br)cc1)C(=O)NNC(=O)CCN1CCN(c2ccccc2)CC1 (stereo not drawn),-4,1,6,-5,-5,2,-6,-2,4,-2
NC(=O)c1ccc(NC(=O)COC(=O)CC(NC(=O)c2ccccc2Cl)c2ccccc2)cc1 (stereo not drawn),1,-2,6,1,-4,-1,-1,-2,0,-1
COc1ccccc1OCC(=O)NNc1c2ccccc2nc2ccccc12,-131,-264,4,3,i,-1,-13,-118,-5,4
COc1cccc([C@@H]2CC=C(C(=O)O)[C@H](c3ccc(C)cc3)N2S(=O)(=O)c2ccc(C)cc2)c1,-4,-1,-3,-15,-1,3,-1,-3,-7,1
O=C(Cc1cccs1)N1CCN(S(=O)(=O)c2ccc(F)cc2)CC1,1,-5,-3,-3,-5,6,2,0,-2,-3

# Shown as a hit in PLC-gamma1 inh, among the entries above:
SMILES,PLCb3 inh,ADAM17 inh,ARFGAP1 inh,ASAP1 GAP inh,ADAM10 inh,SIAE inh,TDP2 absorb,PLC-gamma1 inh,DDE Tn6 FP inh,Tn7 DDE FP
Cc1c(C(=O)c2cccc([N+](=O)[O-])c2)c2ccccn2c1CCC#N,2,3,5,7,5,9,4,12*,0,-4

# Additional results follow:
SMILES,PLCb3 inh,ADAM17 inh,ARFGAP1 inh,ASAP1 GAP inh,ADAM10 inh,SIAE inh,TDP2 absorb,PLC-gamma1 inh,DDE Tn6 FP inh,Tn7 DDE FP
O=C(O)CSc1nnc(-c2cc3ccccc3o2)n1-c1ccccc1,-3,-2,-1,-13,-3,-6,9,-1,10,4
CCOc1ccc(N2CC(O)(c3cccs3)[N+]3=C2CCCC3)cc1 (stereo not drawn),-5,-4,4,-7,-3,3,-1,-1,-3,-4
CCOC(=O)C(NC(=O)CC)(Nc1sc2c(c1C(=O)OC)CCN(C)C2)C(F)(F)F (stereo not drawn),-4,-7,22,1,-19,0,14,-2,9,3
CC1CC(=O)Nc2ccccc2N1 (stereo not drawn),-1,0,-5,-17,-11,-3,-2,-2,-1,8
O=C(CCN1C(=O)c2ccccc2S1(=O)=O)Nc1cccc(F)c1,-4,-4,2,0,0,-1,4,2,-2,-4
Cc1nnc(NC(=O)C2(c3ccccc3)CCOCC2)s1,2,-4,3,0,2,1,-10,0,4,3
CCCCCC(=O)N1CCN(CCN=CC2=C(O)CC(c3ccc(OC)cc3)CC2=O)CC1 (stereo not drawn),0&5,-3&-2,12&15,8&-9,-2&-3,3&-1,-8&-12,-1&7,-7&-7,-8&-5
Cc1sc2ncn(CC(=O)NCCc3ccccc3)c(=O)c2c1C,-3,-6,5,0,-3,3,-1,-2,-1,3
CC(OC(=O)CN1C(=O)c2ccccc2C1=O)C(=O)N(C)c1ccccc1 (stereo not drawn),-2,3,-9,-3,3,-3,6,3,3,0
COc1ccc(/C=C/C(=O)NCCCc2ccccc2)cc1,0,-1,-5,-4,-2,-10,9,3,0,-5
COC(=O)C1=C(C)NC(=O)NC1c1ccco1 (stereo not drawn),0,0,9,-4,2,5,2,2,0,4
CCCCC(=O)Nc1ccc2c(c1)nc(CN1CCN(C(=O)OCC)CC1)n2C,-8,-6,9,12,-9,-2,18,-1,0,-4
COC(=O)c1c(SCc2ccc(C#N)cc2)nc(=O)[nH]c1C,-1,-3,-1,2,-5,-2,5,-4,1,0
Cc1cc(=O)oc2cc(OCC3CC(c4ccc(Br)cc4)=NO3)ccc12 (stereo not drawn),-9,-15,11,0,-38,2,-5,-8,-1,1
O=C1CCC(/C=C/c2ccccc2)=NN1Cc1ccccc1Cl,-2,0,-3,10,8,-1,-8,-3,6,7
C[C@@H]1CN([C@@H](C)CO)C(=O)CCCn2nncc2CO[C@H]1CN(C)S(=O)(=O)c1ccccc1,3,-4,15,-5,-1,8,3,2,-1,0

# Screening data (PubChem)
